Screening data from PubChem BioAssay.
NPYLR7 agonist: activates Aedes aegypti NPYLR7 receptor; activation, % at 10 µM; AID 1259423; HEK293T NPYLR7/Galpha15, GCaMP6s calcium fluorescence; actives 0.15% (n = 270,000); in the data active = activation above about 40%;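 note: 0% = vehicle and 100% = reference agonist at the receptor; some compounds past the cut are filed as inactive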
hcGAS lum: human cGAS inhibition; actives 0.081% (n = 290,000); inhibition, % at 12.5 µM; recombinant h-cGAS, ATP depletion, Kinase-Glo luminescence;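 note: 0% = vehicle reaction and 100% = reaction without DNA for no activity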
Target sequence (Q8N884 whole entry, looked up): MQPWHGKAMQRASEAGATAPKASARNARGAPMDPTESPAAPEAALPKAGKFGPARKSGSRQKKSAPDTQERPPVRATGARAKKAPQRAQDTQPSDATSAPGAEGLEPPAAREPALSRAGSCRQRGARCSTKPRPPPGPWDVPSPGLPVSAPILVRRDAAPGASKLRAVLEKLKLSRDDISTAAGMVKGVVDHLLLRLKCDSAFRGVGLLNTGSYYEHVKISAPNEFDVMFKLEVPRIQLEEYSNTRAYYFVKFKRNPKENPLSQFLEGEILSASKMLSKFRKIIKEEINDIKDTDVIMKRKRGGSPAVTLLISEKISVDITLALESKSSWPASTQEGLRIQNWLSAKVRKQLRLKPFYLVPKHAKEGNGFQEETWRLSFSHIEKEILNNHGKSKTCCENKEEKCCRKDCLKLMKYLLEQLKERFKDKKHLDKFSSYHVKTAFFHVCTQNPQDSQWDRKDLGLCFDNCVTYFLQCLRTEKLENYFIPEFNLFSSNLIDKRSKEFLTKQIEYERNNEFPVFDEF
mcGAS lum: inhibitors of mouse cGAS | Q8C6L5 | recombinant cGAS, Kinase-Glo ATP depletion luminescence | inhibition, % at 12.5 µM | actives 0.15% (n = 160,000) | AID 1259399;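 note: 0% = negative control wells and 100% = reference inhibitor with no enzyme activity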
* marks the source's active call; other numbers are inactive results; · = not tested or not shown; & = joins results of further samples. Cut-off read from the data, not from the text of the source, unless noted: active = inhibition above about 40%; inactive = the rest.

SMILES | NPYLR7 agonist | hcGAS lum | mcGAS lum
COCCCn1cc(C(=O)N2CCN(Cc3ccccc3C)CC2)c2nn(-c3ccccc3)c(=O)c-2c1 | -3.3 | -10.7 | -9.6
Cc1nc2cc(NC(=O)C3CC34CCN(C(=O)/C=C/c3cccc(F)c3)CC4)ccc2s1 (configuration not stated) | 29.3 | -5.6 | -11.0
c1ccc2c(c1)C(=NC1CCCCC1)NC2=NC1CCCCC1 | 2.5 | -7.1 | -5.0
COc1ccc(C(C)N(C)NC(=O)C(O)(c2ccc(OC)cc2)c2ccc(OC)cc2)cc1 (configuration not stated) | 0.6 | -6.7 | ·
CN(CCC(=O)Nc1ccc(S(N)(=O)=O)cc1)Cc1cccs1 | 10.1 | -1.1 | ·
CC(=O)Nc1ccc(/C=C/c2ccccc2)cn1 | -3.0 | 5.7 | ·
Cc1ccc(OCC(=O)N=Nc2c(O)[nH]c3c(C)cc(C)cc23)c(Br)c1 | -3.8 | -5.1 | -4.0
CC(C)(C)OC(=O)N1CCC(C(=O)N2CCCC2c2nnc3c(C(F)(F)F)cccn23)CC1 (configuration not stated) | 0.0 | -3.8 | -4.0
COc1nc(-c2ccc(C(F)(F)F)cc2)n(-c2ccc(NC(=O)C(C)(C)CCl)cc2)n1 | -3.0 | -1.3 | -4.4
CCNC(=S)N1CCN(S(=O)(=O)c2ccc(Cl)s2)CC1 | 11.7 | -12.5 | ·
O=C(NCc1ccc(Oc2ccc(F)cc2)cc1)C1CC=CCC1 (configuration not stated) | 0.6 | 1.8 | ·
O=C(OCc1cccc([N+](=O)[O-])c1)c1cnccn1 | -1.9 | -8.4 | ·
Cc1ncoc1C(=O)N1CCc2c([nH]c3ccccc23)C1C(C)(C)C (configuration not stated) | 1.7 | -1.0 | -4.9
CNCC(=O)N1CC2C[C@@H]3CC1C[C@H](C2)C3 | · | -3.0 | -3.0
OCC1CCCN(C(=S)NCCc2ccccc2)C1 (configuration not stated) | -3.3 | -8.9 | -8.9
CCNC(=O)C1(C)CCCN(Cc2cc(C)ccc2C)C1 (configuration not stated) | 1.4 | -8.2 | ·
COc1cc(C2SC(C)=Nc3c2c(=O)[nH]n3C2CCCCCC2)cc(OC)c1O (configuration not stated) | 2.7 | -7.2 | ·
COc1cccc(CN(C(=S)Nc2ccc(F)cc2)C2CC2)c1OCc1nc(CO)cs1 | 2.3 | -4.2 | -4.0
C=CCC(O)(CC=C)c1ccc(CN(CCC)Cc2ccccc2OC)o1 | 1.9 | 3.8 | ·
CC(C)N(CC(=O)N(CCc1c[nH]c2ccccc12)Cc1ccc(F)cc1)C(=O)CSc1ccccc1 | 3.3 | -2.1 | -2.7
O=C(NCC1CCCO1)C1COC2(CCN(C(=O)c3ccccc3Cl)CC2)N1C(=O)c1ccc(F)cc1 (configuration not stated) | 1.3 | -8.0 | -5.6
CCCSc1ccc(C(=O)O)cc1 | -2.6 | -7.8 | -15.5
COc1ccc(-c2nn(-c3ccccc3C)cc2CN(Cc2nccn2C)C(C)C)cc1F | 1.9 | -5.8 | ·
N#Cc1ccc(Nc2ccc(N3CCCC3)nc2)nc1 | 0.1 | 2.3 | -4.2
CCOCCCN1CC2=C(C1=O)C(c1ccc(OCC)cc1)NC(=O)N2 (configuration not stated) | 4.9 | -9.6 | ·
CC(=O)Oc1c(-c2ccc(NC(=O)c3ccc4c(c3)OCO4)cc2)c(C2CC2)nn1-c1cccc(F)c1 | -2.0 | 0.0 | -2.2
COc1ccc(-c2cc(CN3CCN(S(=O)(=O)c4ccc(F)c(Cl)c4)CC3)on2)cc1 | -4.5 | 1.7 | -5.0
CCS(=O)(=O)Oc1cc(CN(Cc2ccco2)C(=O)C2CCC2)ccc1OC | 9.7 | -2.8 | -4.1
COc1cc(CN2CCCn3cccc3C2c2cc([N+](=O)[O-])ccc2Cl)cc(OC)c1 (configuration not stated) | 5.2 | 1.1 | -2.7
CC1CCC(C(C)C)C(OC(=O)Cn2c(-c3ccccc3)[n+](C)c3ccccc32)C1 (configuration not stated) | 4.0 | -7.8 | ·
Cc1c(C)n2c3c(=O)n(CC(N)=O)c(=O)n(C)c3nc2n1C(C)C | -8.9 | 1.8 | ·
CCCn1nc(C(=O)Oc2ccc(C(=O)CC)cc2)c2ccccc2c1=O | -5.4 | -5.0 | ·
CCOC(=O)c1nn(-c2ccccc2)c(=O)c2c(NC(=O)c3cccc([N+](=O)[O-])c3C)scc12 | 2.3 | -2.3 | -6.8
CCc1cnc(C)nc1-c1cc(NCc2ccncc2)nc2[nH]ccc12 | 9.2 | -11.7 | ·
COc1cccc(C(C2Sc3ncnn3C2=O)N2CCN(Cc3ccccc3)CC2)c1 (configuration not stated) | 15.3 | -4.4 | -5.4
O=C(c1cccs1)N1CCN(S(=O)(=O)c2ccc3ccccc3c2)CC1 | 14.1 | -8.7 | ·
CSC1CCCC1N(C)Cc1nnc(C(C)C)o1 (configuration not stated) | 9.0 | -13.1 | ·
O=C1OCCC1Sc1nc2sc3c(c2c(=O)[nH]1)CCCC3 (configuration not stated) | 1.4 | -4.1 | ·
Cc1ccc(C(=O)N2CCN(C(=O)NC(CN3CCCCCC3=O)c3ccccc3)CC2)cc1F (configuration not stated) | -0.2 | -3.9 | ·
O=C1CCC(CCC(=O)N2CCC(C(O)c3cccnc3)CC2)(Cc2cccc3ccccc23)N1 (configuration not stated) | 1.9 | 1.4 | -16.4
COCCCN(CC(=O)N1CCc2sccc2C1COc1ccccc1F)S(=O)(=O)c1ccc(OC)cc1 (configuration not stated) | -1.4 | -3.5 | -6.6
CCCS(=O)(=O)N1CCN(c2cc(-n3ccnc3)ncn2)CC1 | -13.5 | 0.0 | -9.6
O=C(c1cc(F)cc(C(F)(F)F)c1)N1CCN(c2nccc(-c3ccc4c(c3)OCO4)n2)CC1 | -8.6 | -6.7 | -6.6
COc1cc(-c2nc3ccccn3c2NC(C)(C)CC(C)(C)C)ccc1OC(=O)c1ccc(Cl)cc1 | 10.5 | -7.4 | -5.0
O=C(N=Nc1c(O)[nH]c2ccc(Br)cc12)c1cc(-c2ccc(Cl)cc2)n[nH]1 | 2.5 | -6.0 | -3.9
O=C(COCC1CCCCO1)NCCn1cncn1 (configuration not stated) | · | 1.0 | 0.1
CCOCCCN(CC(=O)N(CCc1ccccc1)Cc1ccc(C)o1)Cc1ccc(F)cc1 | · | -7.2 | -9.8
COCc1cc(C)nc(OCC(=O)N/N=C\c2ccc(N(C)C)c(Br)c2)c1C#N | 5.6 | -5.7 | -1.8
COc1ccc(Cl)cc1CN(C)C(=O)c1ccccc1C1CCNC1 (configuration not stated) | -5.5 | -2.6 | ·
CCn1c(SCC(N)=O)nnc1-c1ccc(C(C)(C)C)cc1 | -0.8 | -1.0 | ·
CC(c1ccon1)N(C)C(=O)c1scc2c1CCCC2 (configuration not stated) | -7.0 | 8.9 | ·
NS(=O)(=O)c1ccc(NN=Cc2ccc[nH]2)c([N+](=O)[O-])c1 | -4.6 | -20.6 | ·
CCCn1c(=O)c(C(=O)Nc2ccc(F)cc2)nn(-c2ccccc2)c1=O | -4.0 | -6.4 | -5.5
COCCN1C(=O)CC(CC(=O)N(C)Cc2cn(C)nc2C)(c2ccccc2Cl)C1=O (configuration not stated) | 30.4 | -3.5 | -10.3
CCNC(=O)CN1CCN(c2cccc(Cl)c2C#N)CC1 | 4.7 | -10.5 | ·
Cc1ccc(=O)n(CC(=O)N2CCC(c3[nH]ncc3-c3ccccc3)CC2)n1 | -2.1 | -7.2 | -13.3
CN(C)CCN(Cc1c(-c2ccccc2)noc1N1CCc2ccccc2C1)C(=O)Nc1cccc(Cl)c1 | 13.0 | -2.0 | -4.2
CN1CC(=O)N2CCN(C(=O)c3ccc(C#CC(C)(C)O)cc3)CC2C1=O (configuration not stated) | -3.4 | -0.1 | ·
Cn1c(-c2nc(C(=O)N3CCCC(O)C3)cs2)cc2ccccc21 (configuration not stated) | 0.0 | -4.7 | ·
CN(CCNC(=O)c1csc2c1CCCCC2)C1CCCCC1 | 2.9 | -7.8 | -4.3

Another view of 2 compounds above:
Screens in order – NPYLR7 agonist	hcGAS lum	mcGAS lum
- CCOCCCN1CC2=C(C1=O)C(c1ccc(OCC)cc1)NC(=O)N2 (configuration not stated)
 : 4.9	-9.6	·
- CC(=O)Oc1c(-c2ccc(NC(=O)c3ccc4c(c3)OCO4)cc2)c(C2CC2)nn1-c1cccc(F)c1
 : -2.0	0.0	-2.2

(more compounds)
SMILES | NPYLR7 agonist | hcGAS lum | mcGAS lum
Cc1c(C)n2c3c(=O)n(CCN4CCOCC4)c(=O)n(C)c3nc2n1CCc1ccccc1 | 6.7 | -9.1 | -6.8
CC1CCC(NC(=O)Nc2cc(N(C)C)ccc2C#N)CC1 (configuration not stated) | 2.9&-2.1 | -8.2&-8.8 | ·
COCCN(Cc1ccco1)Cc1ccc(C(O)(CC2CCC2)CC2CCC2)o1 | -2.6 | 0.1 | -2.8
O=C(NCc1n[nH]c(=S)n1-c1ccccc1Cl)c1ccccc1 | -0.9 | -2.3 | -10.1
Cc1c(C(=O)N(C)Cc2ccc(F)cc2)sc(=O)n1Cc1ccccc1C#N | -6.4 | 1.9 | ·
CCc1nc2c(OCc3ccccc3C)cccn2c1N(C)C(=O)c1ccco1 | 8.9 | -5.4 | -2.6
O=S(=O)(c1ccc(Cl)c(Cl)c1)N1CCCCC1 | 5.4 | -0.5 | -5.3
Cc1cc(=O)n(CCN2CCOCC2)c(N2CCSCC2)n1 | · | -7.3 | -5.7
Cc1cccn2c(CC(=O)N(C)C(C)c3cccs3)cnc12 (configuration not stated) | 0.8 | -6.4 | -12.7
CC(C)Oc1ccccc1NC(=O)NC(CCO)C(C)C (configuration not stated) | 0.4 | -5.9 | ·
CC(=O)Nc1ccc(CN2CCC(CO)(Cc3ccccc3C(F)(F)F)CC2)cc1 | 10.0 | -2.3 | -15.1
Ic1ccccc1C=NNc1nncc2ccccc12 | -4.6 | -4.6 | ·
O=C(NC(NC(=S)Nc1cccc(O)c1)C(Cl)(Cl)Cl)c1ccccc1[N+](=O)[O-] (configuration not stated) | -15.2 | -2.0 | ·
CC(C)N(Cc1csc(COc2cccc(Cl)c2)n1)C(=O)C1CCCC1 | 14.4 | -0.2 | -3.2
CCN(CC(=O)Nc1ccc2c(c1)OCCO2)C(=O)CCN1C(=O)C(C)Oc2ccccc21 (configuration not stated) | -3.8 | -4.1 | -9.7

No new results follow: entries from further up.
SMILES | NPYLR7 agonist | hcGAS lum | mcGAS lum
O=C(NCc1n[nH]c(=S)n1-c1ccccc1Cl)c1ccccc1 | -0.9 | -2.3 | -10.1
Cc1c(C(=O)N(C)Cc2ccc(F)cc2)sc(=O)n1Cc1ccccc1C#N | -6.4 | 1.9 | ·
CCc1nc2c(OCc3ccccc3C)cccn2c1N(C)C(=O)c1ccco1 | 8.9 | -5.4 | -2.6
O=S(=O)(c1ccc(Cl)c(Cl)c1)N1CCCCC1 | 5.4 | -0.5 | -5.3
Cc1cc(=O)n(CCN2CCOCC2)c(N2CCSCC2)n1 | · | -7.3 | -5.7
Cc1cccn2c(CC(=O)N(C)C(C)c3cccs3)cnc12 (configuration not stated) | 0.8 | -6.4 | -12.7
CC(C)Oc1ccccc1NC(=O)NC(CCO)C(C)C (configuration not stated) | 0.4 | -5.9 | ·
CC(=O)Nc1ccc(CN2CCC(CO)(Cc3ccccc3C(F)(F)F)CC2)cc1 | 10.0 | -2.3 | -15.1
Ic1ccccc1C=NNc1nncc2ccccc12 | -4.6 | -4.6 | ·
O=C(NC(NC(=S)Nc1cccc(O)c1)C(Cl)(Cl)Cl)c1ccccc1[N+](=O)[O-] (configuration not stated) | -15.2 | -2.0 | ·
CC(C)N(Cc1csc(COc2cccc(Cl)c2)n1)C(=O)C1CCCC1 | 14.4 | -0.2 | -3.2

The listing continues:
SMILES | NPYLR7 agonist | hcGAS lum | mcGAS lum
Cc1ccc(NC(=O)CSc2cn(CC(=O)N3CCCC3)c3ccccc23)cc1 | -3.0 | -10.2 | -7.6
O=[N+]([O-])C(Br)([N+](=O)[O-])C12CC3CC(CC(C3)C1)C2 | -10.3 | -5.9 | ·
COCCCn1c(SCC(=O)Nc2ccc(SC)cc2)n[nH]c1=O | 3.2 | -5.5 | -0.4
Cc1ccccc1Cn1cc(C(=O)NCc2cccc(C(F)(F)F)c2)sc1=O | 15.4 | -7.1 | ·
CCc1nc(C)ncc1C(=O)NCC(O)c1cccs1 (configuration not stated) | 2.0 | -6.1 | -13.3
O=C(C1CCCC1)N(Cc1ccco1)Cc1c(-c2ccccc2)noc1N1CCCCC1 | 0.2 | 4.5 | 0.5
OCCn1ccnc1-c1cccc(-c2ccco2)c1 | 17.0 | -5.1 | -18.6
CCc1ccc(CN2CCC(CNS(=O)(=O)C3CC3)C2)nc1 (configuration not stated) | -7.4 | -6.6 | ·
O=Cc1cc(=O)n2c3c(cccc13)CCC2 | -11.4 | -4.3 | 20.3
Cn1c(SCC(=O)C2CCCCC2)nnc1-c1ccc(Cl)cc1 | 6.2 | -8.6 | ·
O=C(NC(c1ccc(Cl)cc1)c1ccsc1)C1CCN(CCCc2ccccc2)CC1 (configuration not stated) | -7.3 | 2.2 | -0.2
CCC(C)(C)C1CCC2(CC1)NC(=O)N(CC(=O)NC1CCCCCCC1)C2=O (configuration not stated) | 10.4 | -4.3 | -2.5
Cc1ccc2c(c1)c(C(=O)N1CCC3(CCNCC3)CC1)nn2C | 7.7 | -5.0 | ·
O=c1[nH]c(CSCCO)nc2c1C1(CCCCC1)Cc1ccccc1-2 | -4.6 | -2.8 | ·
COC(=O)C1=C(C)N(C)C(=O)NC1c1c(F)cccc1F (configuration not stated) | 6.7 | -6.7 | -3.3
CNC(=O)C1CCC(Cn2c(=O)c3sccc3n(Cc3ccccc3Cl)c2=O)CC1 (configuration not stated) | 4.0 | -6.6 | -8.9
O=C(CCn1c(=O)oc2cc(Cl)ccc21)Nc1cccc(C2SCCCS2)c1 | 8.1 | -5.4 | ·
CCOCCn1c(=O)c2c(nc3n2CC(C)CN3c2cc(C)ccc2OC)n(C)c1=O (configuration not stated) | 3.9 | -2.8 | ·

No enrichment for hits; any-hit rate near 0.27%.
